# OXTR ag: agonists of human oxytocin receptor | AID 2435 | hit rate 0.32% among 320,000 | activation, % at 3 µM | CHO-OTR cells, Fluo-8 calcium fluorescence; normalized: DMSO 0%, oxytocin 100%;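 active = activation above the mean of all tested compounds plus 3 SD, cutoff set per screening run, cut at about 20% in these data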;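 note: peak over basal fluorescence ratio from a 100 s FLIPR kinetic read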
# Target sequence (P30559 whole entry, looked up): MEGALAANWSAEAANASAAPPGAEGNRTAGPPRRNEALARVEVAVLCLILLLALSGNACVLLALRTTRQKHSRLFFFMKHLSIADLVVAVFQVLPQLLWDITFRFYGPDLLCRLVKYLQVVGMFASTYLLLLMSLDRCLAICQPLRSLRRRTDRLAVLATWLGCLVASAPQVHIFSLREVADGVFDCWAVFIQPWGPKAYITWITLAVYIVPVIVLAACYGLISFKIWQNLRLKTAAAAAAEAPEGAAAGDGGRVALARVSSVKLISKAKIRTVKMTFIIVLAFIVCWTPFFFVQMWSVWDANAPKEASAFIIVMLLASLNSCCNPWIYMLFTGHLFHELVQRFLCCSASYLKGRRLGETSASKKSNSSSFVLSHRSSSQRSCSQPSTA
# CHO-K1 Ca antag: counter-screen for M1 antagonists: effect in parental CHO-K1 cells; ATP-induced calcium, Fluo-8 fluorescence; inhibition, % at 3 µM; hit rate 0.6% among 360,000; AID 602250;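 active = inhibition above a per-plate cutoff, the plate's mean sample inhibition plus 3 SD, cut at about 24% in these data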;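 note: 0% = DMSO plus EC80 ATP and 100% = DMSO alone without ATP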
# GPR7 antagonist: blocks human GPR7 receptor signaling; inhibition, % at 4.4 µM; P48145; GPR7-expressing cells, fluorescence antagonist assay; hit rate 1.1% among 290,000; AID 1861; in the data active = inhibition above about 16%, passing the limit was not always enough;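 note: cells stimulated with the agonist NPW; 0% = agonist with vehicle and 100% = vehicle without agonist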
# Target sequence (P48145 whole entry, looked up): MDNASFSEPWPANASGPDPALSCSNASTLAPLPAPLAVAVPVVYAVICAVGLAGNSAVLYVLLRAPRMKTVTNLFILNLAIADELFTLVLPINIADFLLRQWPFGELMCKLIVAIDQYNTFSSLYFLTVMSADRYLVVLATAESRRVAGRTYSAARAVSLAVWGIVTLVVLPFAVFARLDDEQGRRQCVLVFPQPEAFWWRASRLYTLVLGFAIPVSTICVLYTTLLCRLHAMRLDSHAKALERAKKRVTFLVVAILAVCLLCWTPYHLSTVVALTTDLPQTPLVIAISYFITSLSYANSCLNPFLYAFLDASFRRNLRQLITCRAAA
# CHO-K1 Ca PAM: counter-screen for M1 PAMs: effect in parental CHO-K1 cells | ATP EC20, Fluo-8 calcium fluorescence; 0% at ATP EC20, 100% at ATP max | activation, % at 3 µM | hit rate 0.02% among 360,000;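 active = activation above the run cutoff, the mean activation of all test compounds plus 3 SD, cut at about 40% in these data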;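 note: peak over basal fluorescence ratio in a 140 s read after ATP addition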
# CHO-K1 Ca ag: nonselective activator or artifact in parental CHO-K1 cells. Fluo-8 calcium fluorescence; scaled to maximal ATP response, vehicle zero. activation, % at 3 µM. hit rate 0.48% among 360,000. AID 602248; in the data active = activation above about 15%;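 note: untransfected CHO-K1 host cells lacking M1 receptor as counterscreen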
# TAAR1 antagonist: human TAAR1 antagonism. CHO RD-HGA16 TAAR1, Fluo-8 calcium fluorescence, antagonist. inhibition, % at 3 µM. hit rate 1.5% among 360,000;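 active = inhibition above a per-plate cutoff, the mean inhibition of test compounds on that plate plus 3 SD, cut at about 49% in these data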;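 note: 0% = DMSO plus EC80 beta-PEA response and 100% = DMSO alone without agonist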
# Target sequence (Q96RJ0 whole entry, looked up): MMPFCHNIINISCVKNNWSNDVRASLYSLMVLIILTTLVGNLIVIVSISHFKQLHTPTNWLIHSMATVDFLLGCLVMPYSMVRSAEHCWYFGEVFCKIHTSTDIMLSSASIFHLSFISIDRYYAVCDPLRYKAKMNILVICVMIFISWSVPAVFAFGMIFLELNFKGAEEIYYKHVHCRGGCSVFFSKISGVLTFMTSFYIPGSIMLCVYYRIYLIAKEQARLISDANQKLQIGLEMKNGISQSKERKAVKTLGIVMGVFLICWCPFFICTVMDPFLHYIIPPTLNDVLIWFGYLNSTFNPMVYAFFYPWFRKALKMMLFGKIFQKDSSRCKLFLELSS
#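 Test system: hTAAR1-expressing CHO RD-HGA16 cells, Gα16-coupled; Probe or stimulus: EC80 β-phenethylamine stimulus; Compound dosing: single nominal final test compound concentration of 3 µM; Timing: 140 s kinetic read after compound, 140 s after agonist; Signal: Fluo-8 calcium-sensitive fluorescence; Measure: % inhibition of agonist calcium response; Controls: DMSO and EC80 PEA controls.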
# OXTR potentiator: human OXTR potentiation; activation, % at 3 µM; AID 2445; hit rate 0.061% among 320,000; CHO-OTR cells, Fluo-8 calcium fluorescence, potentiator mode; 0% = oxytocin EC15, 100% = EC100;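 active = activation above that plate's cutoff, the mean activation of tested compounds plus 3 SD, cut at about 6.6% in these data, passing the limit was not always enough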;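 note: 100% uses oxytocin at 75 nM as the full agonist control; some results filed as inactive read as strong as hits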
#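 assay system = CHO-OTR cells, human receptor | schedule = compound 6 min at room temperature before oxytocin, 100 s read | detection = Fluo-8 intracellular calcium fluorescence, ex 470-495, em 515-575 nm | evaluation = normalized max/min fluorescence ratio, % activation | control set = EC15 oxytocin alone as 0%, 75 nM oxytocin (EC100) as 100%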
# V1R ag counter: activates human V1a receptor in oxytocin agonist counter-screen | CHO-V1R cells, Fluo-8 calcium fluorescence, agonist mode; 0% DMSO, 100% 3 nM vasopressin | activation, % at 3 µM | AID 2797 | hit rate 0.25% among 320,000;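 active = activation above the mean activation of all tested compounds plus 3 SD, per screening run, cut at about 20% in these data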;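 note: signal is peak over basal fluorescence ratio across a 100 second FLIPR read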
# CHO parental Ca: counter-screen: ATP calcium response change in parental CHO cells; hit rate 0.63% among 330,000; parental CHO-K1, ATP-induced calcium, Fluo-8 fluorescence; inhibition, % at 5.6 µM; AID 463079;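 active = inhibition above that plate's mean sample inhibition plus 3 SD, cut at about 26% in these data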;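 note: 0% = ATP-challenged DMSO wells and 100% = DMSO wells without ATP; some compounds past the cut are filed as inactive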
#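 material = parental CHO cells | also added = ATP as calcium-mobilizing challenge | dosing = single point at 5.6 µM | detection = intracellular calcium via Fluo-8 no-wash fluorescent dye | read-out = % inhibition | benchmarks = low control ATP plus DMSO, high control DMSO only | repeats = one well per compound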
# An asterisk follows results filed as active; / = not tested or not shown; & = joins results of further samples. Hits appear at their usual frequency. About 3.5% of those tested had a hit in this group.
SMILES,OXTR ag,CHO-K1 Ca antag,GPR7 antagonist,CHO-K1 Ca PAM,CHO-K1 Ca ag,TAAR1 antagonist,OXTR potentiator,V1R ag counter,CHO parental Ca
CC1(C(=O)Nc2cccc(-n3cnnn3)c2)Cc2ccccc2C(=O)O1 (stereo unspecified),0.7,0,/,-14,0.9,7,-8,0.8,-17
Cc1c(C(=O)NC(Cc2ccccc2)c2nc3ccccc3[nH]2)cccc1[N+](=O)[O-] (stereo unspecified),0.8,3,10,3,3.7,18,-6,1.7,-15
Cc1onc(-c2ccccc2)c1NC(=O)N(CCC#N)Cc1cccs1,-0.2,3,-12,-6,0.7,-26,1,-0.3,-11
COc1ccc(CCN=C(N)NS(=O)(=O)c2ccc(OC)c(OC)c2)cc1OC,-0.4,-12,-11,21,0.5,-15,-5,0.2,-5
O=C(c1ccc(-c2cccc(C(F)(F)F)c2)o1)N1CCN(c2ccccc2)CC1,/,15,/,3,-0.3,2,/,/,/
CC1(C)CN(c2ccc(Br)cc2Br)C1=O,-3.2,-13,-4,23,-0.1,13,-3,-1.3,-16
O=C(COC(=O)C1CCC1)c1c[nH]c2ccccc12,0.4,3,/,8,-0.6,-6,4,0.2,-3
COc1ccc2[nH]c3c(=O)n(CCCCC(=O)NCCN4CCCC4)c(=S)[nH]c3c2c1,-1.6,-9,-9,6,-0.3,8,-2,0.4,-5
CCOC(=O)N1CCN(c2nnc(-c3ccc(C)cc3)c3ccccc23)CC1,-2.2,-16,-1,22,1.3,0,-4,0.1,-19
Cc1ccc(NC(=S)Nc2cccc3ccccc23)cc1,-0.6,-1,5,-8,0.0,-18,-5,-1.4,-25
CN(C)CCNc1ncnc2c1cnn2-c1ccc(Cl)cc1,8.8,20,16,5,1.2,-10,-4,6.4,8
N=c1n(CCc2ccccc2)c2ccccc2n1Cc1ccccc1F,12,12,22*,-11,2.7,-23,-9,17,12
COCc1nc(-c2cc(OC)c(OC)c(OC)c2)no1,0.9,-15,-7,18,0.3,3,-2,-0.4,-15
Cc1ccc(OCc2cc(C(=O)NC3CCCCC3)no2)cn1,5.0,17,1,-21,9.8,5,-8,6.8,14
C=CCn1c(=O)c2ccccc2n2c(SCC(=O)/C(C#N)=C(\C)N)nnc12,0.3,-14&-15,-17,20&16,1.7&2.0,-7&-9,5,0.4,-13
Cc1ccc(NCc2nnc(SCC(=O)c3ccccc3)o2)c(C)c1,0.5,-7,-9,3,0.1,-8,-22,-0.3,-9
COc1ccc(NC(=O)c2ccc(S(=O)(=O)N3CCOCC3)o2)cc1,-2.0,-1,-9,-10,0.1,8,2,0.6,-13
CCOc1cc(-c2noc(CCC(=O)NCC3CCCO3)n2)ccc1OC (stereo unspecified),0.7,-12,-15,12,0.4,0,6,0.5,-7
O=C(NCCN1CCOCC1)c1cc(Cl)ccc1Cl,/,-7,-11,6,0.1,-8,/,/,/
COc1ccc(-c2sc3ccccc3c2-c2ccc(OCCN3CCCCC3)cc2)cc1,3.2,-2,/,6,0.7,4,-1,0.9,5
CC1CCCN(C(=O)C2CCN(S(=O)(=O)c3cccs3)CC2)C1 (stereo unspecified),/,1,/,-21,0.2,-8,/,/,/
COc1ccc(OC)c(NS(=O)(=O)c2ccc3c(c2)C(C)(C)C(=O)N3C)c1,0.4,-13,4,15,0.9,/,-13,0.8,3
CC(=O)OC(C(=O)N1CCOCC1)c1c(F)cccc1F (stereo unspecified),-0.3,-15,-13,16,0.2,-5,-5,0.9,0
O=C(CN1CCC(n2nnc3cc(C(F)(F)F)ccc32)CC1)NCc1cccs1,5.1,-7,-1,16,2.6,-7,-20,5.4,-24
COc1ccc(-c2csc(N(CC3CCCO3)C(=O)c3cccs3)n2)cc1 (stereo unspecified),1.6,4,-6,18,0.6,-6,4,0.8,-11

# (continued)
SMILES,OXTR ag,CHO-K1 Ca antag,GPR7 antagonist,CHO-K1 Ca PAM,CHO-K1 Ca ag,TAAR1 antagonist,OXTR potentiator,V1R ag counter,CHO parental Ca
COc1ccccc1-c1cc(-c2ccccc2)nc(=O)[nH]1,-1.1,-9,-1,10,1.7,-3,-13,0.3,-10
COc1cc(NC(=O)COC(=O)CNC(=O)C2CCCCC2)cc(OC)c1,-2.3,-14,/,8,-0.4,-22,-5,0.1,-4
CCOc1ncccc1C(=O)OCC(=O)NCc1cccs1,0.4,-11,/,-3,0.3,-12,-4,0.2,-15
COc1ccc(C2CC(c3ccccc3)=NN2C(=O)COC(=O)c2cccnc2)cc1 (stereo unspecified),5.6,11,4,9,0.3,2,-9,4.4,-13
S=c1[nH]nc(-c2ccc(Cl)cc2)n1-c1cccnc1,0.5,-7,-5,-1,0.4,7,-9,-0.6,-6
Cc1ccc(-n2c(=O)c3sccc3n(Cc3cc(=O)n4cc(Cl)ccc4n3)c2=O)cc1F,-0.3,-2,-7,-7,-0.4,-15,-9,-0.3,-13
O=c1[nH]c(NCCO)nc2c1C1(CCCC1)Cc1ccccc1-2,2.3,-13,-8,20,0.7,0,-3,0.5,1
CCCc1cc(=O)[nH]c(SCC(=O)N2CCCCCC2)n1,1.8,-13,/,4,0.2,-30,-2,0.9,-7
O=c1ccn(Cc2ccccc2Cl)cc1,0.1,-10,-5,-8,3.2,-27,1,-0.5,-2
CSc1ncccc1C(=O)N1CCN(S(=O)(=O)c2ccc3ccccc3c2)CC1,6.4,-1,/,-11,2.5,-3,-8,6.0,-21
C#CCN1Cc2ccccc2Oc2cc(Br)ccc2S1(=O)=O,/,-7,/,17,0.1,-12,/,/,-26
O=C(Nc1cccc(C(=O)N2CCOCC2)c1)c1ccc([N+](=O)[O-])cc1,-0.6,8,-15,-28,0.4,7,-2,0.0,-3
CNC(=O)CSc1nnc(-c2cccc(S(=O)(=O)N3CCOCC3)c2)n1-c1ccc(F)cc1,0.0,-17,-11,11,0.5,3,-4,0.2,16
S=c1nc(-c2sccc2OCc2ccc(Cl)cc2Cl)[nH][nH]1,-2.2,-9,-3,14,-0.3,8,-3,-0.4,-18
Cc1cc(C)c(NC(=O)COC(=O)c2ccc([N+](=O)[O-])s2)c(C)c1,-1.2,-7,3,23,0.8,-15,-6,1.6,-5
CNC(=O)c1c(NC(=O)C(C)C)sc2c1CCC2,-0.2,-12,-2,16,0.0,-28,1,-0.3,-7
CN=c1scc(C)n1/N=C/c1ccc(O)cc1O,3.5,-10,5,9,2.4,12,-15,5.8,-10
CN(c1ccccc1)S(=O)(=O)c1ccc(Cl)c(C(=O)NCc2ccco2)c1,-1.3,-11,/,9,0.1,5,-7,-0.1,-18
CCc1cccc(NC(=O)c2cc(OC)c(OC)c(OC)c2)c1,-2.6,-12,12,16,2.2,-1,-3,-0.1,-17
CCCCn1c(N)c(N(C)C(=O)c2ccc(Br)o2)c(=O)[nH]c1=O,-0.7,10,/,-15,-0.1,2,-6,0.5,-4
N#CCCCc1cc2ccccc2cn1,-0.3,7,/,-15,0.1,-2,1,-0.6,-7
COC(=O)C(C)Nc1cccc(Br)c1 (stereo unspecified),-0.7,-21,8,24,0.6,-25,-20,-0.3,7
Cc1ccccc1-c1cnc(C(O)c2c(C)cccc2C)[nH]1 (stereo unspecified),/,7,/,3,-0.2,-27,/,/,/
COc1ccc(NC(=O)c2ccc(OC)cc2)cc1,1.0,-8,-4,15,0.2,-14,-3,1.2,2
O=C(COC(=O)c1ccc[nH]c1=O)NC1CCCc2ccccc21 (stereo unspecified),0.1,-8,-8,9,0.5,-11,-17,0.8,-3

# Other records:
SMILES,OXTR ag,CHO-K1 Ca antag,GPR7 antagonist,CHO-K1 Ca PAM,CHO-K1 Ca ag,TAAR1 antagonist,OXTR potentiator,V1R ag counter,CHO parental Ca
O=C(NCC1CCCN1S(=O)(=O)c1cccs1)c1ccccc1F (stereo unspecified),0.2,-1,/,12,1.1,-13,-4,-0.2,-12
O=[N+]([O-])c1ccccc1N/N=C1\CCc2ccccc21,1.3,-12,-1,17,0.9,0,1,2.1,1
Cc1ccc(CN2C(=O)C(Cc3ccccc3)Nc3ncnc(N4CCOCC4)c32)cc1 (stereo unspecified),/,9,/,0,1.0,5,/,/,/
Cc1ccc(C(=O)N/N=C\c2ccc([N+](=O)[O-])o2)cn1,0.6,5,26*,-19,-0.1,-7,7,1.3,-15
Brc1ccc(CSc2ccc3nnc(-c4ccccn4)n3n2)cc1,-0.1,-5,-16,6,4.8,39,-7,0.4,-24
CCN(CC)C(=O)CN1C(=O)C2(NC(=O)c3ccccc3N2)c2ccccc21 (stereo unspecified),0.1,-1,5,12,-0.3,10,-5,0.8,-3
COC(=O)[C@@]1(Cc2ccc(OC)cc2)[C@H]2c3cc(C(=O)N(C)C)n(CCSCCO)c3C[C@H]2CN1C(=O)c1ccccc1,3.2,-4,-4,4,0.4,/,-4,2.1,-25
CN(C(=O)c1cccc(C#N)c1)c1nnc(-c2cnccn2)s1,-0.1,1,11,5,0.0,3,-9,0.3,-9
COc1cccc(OC)c1C1=CC(=O)C[C@H](c2ccc3c(c2)OCO3)C1,-1.3,-10,/,11,2.1,28,3,1.5,-16
O=C1c2cccnc2Nc2ccccc2N1CCCF,-0.8,-10,-19,18,0.5,0,-12,-0.2,-15
O=C(/C=C/Nc1ccccc1Oc1ccccc1)c1ccco1,-2.2,-10,-23,21,0.6,6,-3,-1.5,-30
Cc1cc(C)c(C)c(C(=O)COC(=O)CNC(=O)CNC(=O)c2ccco2)c1C,1.4,-10,-4,12,1.9,-15,-2,1.8,-10
COc1ccc(-c2cc(NC=O)c3ncc(-c4cc(OC)c(OC)c(OC)c4)n3c2)c(OC)c1,/,8,/,-4,0.8,6,/,/,/
COC(=O)[C@]12CCCCC=C1N(Cc1ccco1)C(=O)[C@H](CC(=O)NCCC(C)C)C2,/,-19,/,22,1.4,-16,/,/,/
C/C=C/C=C/C(=O)N1CC2(CC(c3cccc(NC(=O)/C=C/C)c3)=NO2)C[C@@H]1C(N)=O (stereo partly specified),0.1,-7,/,10,0.7,13,-9,1.1,-4
CNC(=S)NN(C)c1nc(C)cc(C)n1,1.0,7,-3,1,-0.5,-4,0,0.6,-2
O=C(CNC(=O)c1ccccc1F)N/N=C/c1ccc2c(c1)OCO2,0.5,-1,-6,5,0.7,-12,-2,0.9,8
O=C(Nc1ccccc1OC(F)(F)F)c1ccc([N+](=O)[O-])cc1,-3.3,-4,-8,15,0.4,11,-4,-0.5,-14

# Source: PubChem (The Scripps Research Institute Molecular Screening Center)
